Screens deposited in PubChem BioAssay by NMMLSC.
Rab7 wt modul – modulators of GTP binding to dog Rab7 wildtype GTPase; GST-Rab7 beads, fluorescent GTP binding, flow cytometry; actives lie on both sides; untreated = 100%, excess cold GTP = 0%; GTP binding activity (percent of control), % at 10 µM; actives 0.055% (n = 190,000); AID 758;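 active = fluorescent GTP binding to Rab7 beads changed by at least 20 points from the 100% baseline, either direction, mostly lower; inconclusive = compound itself probably fluorescent, or too few beads counted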;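 also: median green fluorescence of bound Bodipy-FL-GTP per Rab7 bead population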
Bim-Bfl-1 – human Bim-Bfl-1 interaction inhibition. actives 0.12% (n = 190,000). Bead-based flow cytometry, Bim-Bfl-1 binding inhibition. AID 1008. inhibition, % at 10 µM;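 also: 0% = wells without compound plus tracer and 100% = blocker peptide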
Bim-Bcl-XL – human Bim-Bcl-XL interaction inhibition; Q07817; Bim peptide-Bcl-XL binding, bead flow cytometry, fluorescence; inhibition, % at 10 µM; actives 0.04% (n = 190,000)
Target sequence (Q07817 whole entry, looked up): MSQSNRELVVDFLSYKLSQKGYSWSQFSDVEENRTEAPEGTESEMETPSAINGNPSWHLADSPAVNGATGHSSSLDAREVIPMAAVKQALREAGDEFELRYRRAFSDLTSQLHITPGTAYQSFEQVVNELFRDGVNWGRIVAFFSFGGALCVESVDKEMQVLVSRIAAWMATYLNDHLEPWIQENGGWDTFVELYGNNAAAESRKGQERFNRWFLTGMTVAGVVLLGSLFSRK
HRas wt GTP bind – modulators of GTP binding to human HRas wildtype; P01112; GST-Ras wt beads, Bodipy-FL-GTP binding, flow cytometry; actives lie on both sides; GTP binding activity, % at 10 µM; actives 0.14% (n = 190,000); AID 759;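 active = GTP binding activity at least 20% away from the 100% baseline, either lowered as inhibitor or raised as activator; inconclusive = flagged as likely green fluorescent, judged across all proteins in the well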;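 also: 0% = unlabeled GTP competition control and 100% = no-compound control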
Target sequence (P01112 whole entry, looked up): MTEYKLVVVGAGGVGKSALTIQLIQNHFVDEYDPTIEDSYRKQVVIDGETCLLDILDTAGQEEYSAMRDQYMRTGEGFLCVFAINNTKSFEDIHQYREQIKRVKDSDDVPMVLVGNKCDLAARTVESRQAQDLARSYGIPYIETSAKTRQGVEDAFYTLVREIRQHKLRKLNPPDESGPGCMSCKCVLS
Cdc42 wt GTP – modulators (inhibitors or activators) of GTP binding to human Cdc42 wildtype; percent activity (GTP binding), % at 10 µM; AID 761; GST-Cdc42 beads, Bodipy-GTP binding, flow cytometry; actives lie on both sides; actives 0.2% (n = 190,000);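 active = percent activity GTP binding at least 20 points away from the 100% baseline, either down as inhibitor or up as activator; inconclusive = compound flagged as likely green fluorescent from well-wide comparison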;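 also: median bead fluorescence of bound Bodipy-FL-GTP at 100 nM; 0% = excess unlabeled GTP control and 100% = no compound control; below 100% means less GTP binding so inhibitor and above means activator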
Target sequence (P60953 whole entry, looked up): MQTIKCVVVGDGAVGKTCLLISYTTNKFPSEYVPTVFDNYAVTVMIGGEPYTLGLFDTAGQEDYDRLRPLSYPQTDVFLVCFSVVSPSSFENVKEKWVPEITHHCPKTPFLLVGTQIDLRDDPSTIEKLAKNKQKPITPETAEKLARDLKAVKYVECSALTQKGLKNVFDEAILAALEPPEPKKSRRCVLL
Bim-Bcl-W – disrupts Bim peptide binding to human Bcl-W; Q92843; bead-based flow cytometry; inhibition, % at 10 µM; actives 0.02% (n = 190,000); AID 952;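 also: 0% = bound tracer without compound and 100% = peptide blocker; higher means less fluorescent Bim peptide bound to Bcl-W beads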
Target sequence (Q92843 whole entry, looked up): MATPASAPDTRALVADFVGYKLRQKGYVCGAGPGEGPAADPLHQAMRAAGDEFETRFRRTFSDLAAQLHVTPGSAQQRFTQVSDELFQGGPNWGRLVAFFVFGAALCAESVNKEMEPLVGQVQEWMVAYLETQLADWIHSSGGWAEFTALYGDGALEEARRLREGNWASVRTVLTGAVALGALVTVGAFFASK
Bcl-B Bim block – disrupts Bim peptide binding to human Bcl-B. Q9HD36. bead-based flow cytometry. inhibition, % at 10 µM. actives 0.073% (n = 190,000);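 also: 0% = tracer peptide without compound and 100% = reference inhibitor peptide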
Rac1 act GTP bind – human Rac1 activated mutant GTP binding change | P63000 | GST-Rac1 activated beads, fluorescent GTP binding, flow cytometry; actives lie on both sides; 100% means binding = to untreated wells | percent activity (GTP binding), % at 10 µM | actives 0.11% (n = 190,000);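 active = GTP binding at least 20 percentage points away from the 100% baseline, in either direction, so actives lie on both sides; inconclusive = Compound likely fluorescent itself, or too few beads counted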
Bcl-2 Bim block – inhibitors of Bim-Bcl-2 interaction, human. P10415. Bead-based flow cytometry, Bim peptide-Bcl-2 binding. inhibition, % at 10 µM. actives 0.06% (n = 190,000); in the data active = inhibition above about 40%; inconclusive = no clear call, values can overlap the other calls;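 also: 0% = no compound wells with probe peptide and 100% = reference peptide inhibitor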
Target sequence (P10415 whole entry, looked up): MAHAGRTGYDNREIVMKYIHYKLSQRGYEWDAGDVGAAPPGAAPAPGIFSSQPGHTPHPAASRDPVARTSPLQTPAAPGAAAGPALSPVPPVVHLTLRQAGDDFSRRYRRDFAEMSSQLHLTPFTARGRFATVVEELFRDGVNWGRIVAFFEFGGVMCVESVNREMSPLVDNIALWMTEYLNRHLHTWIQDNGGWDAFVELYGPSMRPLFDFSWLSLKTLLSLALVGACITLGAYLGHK
Rab2 wt GTP – changes GTP binding to wildtype dog Rab2A, up or down | GST-Rab2 wt beads, Bodipy-GTP binding, flow cytometry | GTP binding activity, % at 10 µM | actives 0.19% (n = 190,000) | AID 760;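 active = GTP binding activity at least 20 points away from 100%, either lowered or raised; inconclusive = signal likely due to the compound's own green fluorescence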;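 also: 0% = beads with excess unlabeled GTP and 100% = no-compound control corrected for plate trend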
Rac1 wt GTP bind – human Rac1 wildtype GTP binding, inhibitors and activators. P63000. GST-Rac1 beads, fluorescent GTP binding, flow cytometry; actives lie on both sides; 0 = cold GTP competed, 100 = untreated. GTP binding activity (% of control), % at 10 µM. actives 0.27% (n = 190,000). AID 757;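 active = GTP binding activity at least 20 points away from the 100% control level, either lower or higher; inconclusive = compound flagged as likely green fluorescent, judged across all proteins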
Active calls of the source: *; ? = inconclusive; . = not tested or not shown. Rule as the data show it, unless noted: active = inhibition above about 40%.

SMILES	Rab7 wt modul	Bim-Bfl-1	Bim-Bcl-XL	HRas wt GTP bind	Cdc42 wt GTP	Bim-Bcl-W	Bcl-B Bim block	Rac1 act GTP bind	Bcl-2 Bim block	Rab2 wt GTP	Rac1 wt GTP bind
C[C@H](NS(=O)(=O)c1ccc(Cl)c(Cl)c1)C(=O)OCc1cc(=O)n2cc(Br)ccc2n1	99.0	-15.0	-7.0	102.0	100.0	-2.0	-5.0	101.0	-7.0	100.0	104.0
CC(Sc1ccsc1[N+](=O)[O-])C(=O)NCc1ccccc1 (stereo not given)	94.0	0.0	-1.0	93.0	94.0	0.0	0.0	93.0	2.0	95.0	99.0
Cc1ccc(/C=C2/SC(=S)N(CCC(=O)N3CCN(c4ccccc4)CC3)C2=O)cc1	93.0	-9.0	-8.0	94.0	89.0	-1.0	-7.0	87.0	-7.0	90.0	91.0
O=C(NCCCO)c1ccc2[nH]c3c(c2c1)CCCC3	97.0	1.0	0.0	100.0	99.0	1.0	1.0	98.0	-1.0	101.0	99.0
CCOC(=O)N1CCC(NC(=O)C(NS(=O)(=O)c2cccc3nsnc23)c2ccccc2)CC1 (stereo not given)	92.0	-1.0	-3.0	97.0	101.0	-3.0	0.0	100.0	-1.0	97.0	102.0
Cc1ccc(N2CC(C(=O)Nc3ccncc3)CC2=O)cc1 (stereo not given)	97.0	-15.0	-3.0	97.0	96.0	1.0	-5.0	98.0	-6.0	99.0	101.0
Cc1cc(=O)oc2c1c(C)nn2-c1cccc(Cl)c1	109.0	-2.0	0.0	98.0	96.0	-1.0	0.0	95.0	-3.0	100.0	96.0
CC(=O)Nc1c([N+](=O)[O-])cc2[nH]c(=O)[nH]c2c1[N+](=O)[O-]	107.0	12.0	0.0	98.0	94.0	9.0	-1.0	95.0	2.0	97.0	97.0
CC(C)Oc1ccc(C(=O)CCN2CCCCC2)cc1	93.0	-17.0	-9.0	98.0	99.0	-5.0	-12.0	98.0	-13.0	96.0	104.0
Cc1ccccc1P(=O)(CO)c1ccccc1C	99.0	-11.0	-9.0	102.0	103.0	1.0	-7.0	99.0	-5.0	104.0	108.0
Cc1ccc(-c2nn(C)c(=O)c3ccccc23)cc1CNS(C)(=O)=O	98.0	-8.0	-4.0	99.0	97.0	-1.0	-7.0	97.0	-7.0	100.0	99.0
Cc1ccccc1C(=O)N1CCN(c2ncnc3c2cnn3-c2ccccc2)CC1	103.0	-4.0	-1.0	103.0	102.0	-2.0	-8.0	100.0	-1.0	101.0	102.0
COc1ccc(CCN2C(=O)CN(Cc3ccccc3)CC2=O)cc1OC	102.0	-1.0	-6.0	102.0	105.0	-1.0	-7.0	99.0	-2.0	104.0	106.0
CC1(C)C2CC=C(/C=N/NC(=S)Nc3cccnc3)C1C2 (stereo not given)	98.0	-6.0	-5.0	103.0	105.0	-5.0	-6.0	99.0	-4.0	104.0	100.0
COCCn1nnnc1C(CC(C)C)N1CCN(C(=O)c2ccco2)CC1 (stereo not given)	100.0	-13.0	-4.0	98.0	102.0	2.0	-4.0	101.0	-8.0	100.0	102.0
O=C(CCn1c(=O)sc2ccccc21)Nc1nccs1	92.0	2.0	-17.0	94.0	96.0	0.0	-1.0	96.0	3.0	93.0	96.0
Cc1c(N=Nc2ccc(N(C)C)cc2)c(=O)n(-c2ccccc2)n1C	94.0	-1.0	0.0	96.0	93.0	2.0	0.0	95.0	0.0	96.0	94.0
Cc1nn(CCCC(=O)Nc2ccccn2)c(C)c1[N+](=O)[O-]	111.0	-7.0	-1.0	102.0	100.0	-4.0	-10.0	97.0	-4.0	100.0	102.0
CCC(=O)N(Cc1cc2ccccc2[nH]c1=O)c1ccc(OC)cc1	102.0	-4.0	0.0	98.0	96.0	0.0	-3.0	97.0	-1.0	98.0	100.0
FC(F)(F)c1cc(-c2ccccc2)nc(N2CCCCCC2)n1	105.0	-17.0	1.0	103.0	103.0	2.0	-6.0	101.0	-11.0	101.0	109.0
O=c1[nH][nH]c(C(F)(F)F)c1C=NCc1cccc(Cl)c1	100.0	-10.0	-2.0	102.0	105.0	-1.0	-1.0	103.0	0.0	101.0	107.0
Cn1cccc1-c1cc(C(=O)N/N=C/c2cccc(O)c2)[nH]n1	96.0	-3.0	2.0	96.0	96.0	0.0	1.0	95.0	0.0	99.0	100.0
Cn1c(N2CCN(S(=O)(=O)c3ccc(F)cc3)CC2)nc2ccccc21	95.0	-17.0	-4.0	95.0	95.0	-4.0	-8.0	94.0	-10.0	96.0	96.0
O=C(Nc1ccc(N2CCN(C(=O)c3ccco3)CC2)cc1)c1ccc(F)cc1	100.0	-7.0	0.0	98.0	101.0	1.0	-3.0	98.0	-3.0	101.0	101.0
O=C(CSc1nc(-c2ccccc2)c(-c2ccccc2)o1)Nc1nnc(-c2ccccc2)s1	93.0	4.0	0.0	93.0	94.0	-2.0	4.0	96.0	3.0	96.0	97.0
CCOC(=O)c1cc(OC(=O)c2ccccc2)n(-c2ccccc2)n1	101.0	1.0	-2.0	98.0	99.0	2.0	3.0	98.0	0.0	97.0	104.0
CCC(C)(C)NC(=O)Cc1ccc(F)cc1	103.0	-7.0	0.0	96.0	99.0	0.0	-2.0	91.0	0.0	96.0	96.0
O=C(/C=C/c1ccc(Cl)cc1)NC(=S)NN1CCCCC1c1cccnc1 (stereo not given)	103.0	-10.0	-5.0	98.0	103.0	-4.0	-12.0	100.0	-8.0	99.0	103.0
Cc1cc(NC(=O)CSc2nc(N)c(NC(=O)c3ccccc3)c(=O)[nH]2)no1	105.0	-3.0	-5.0	95.0	97.0	-1.0	0.0	95.0	0.0	98.0	96.0
O=C1CCCc2nc(N3CCN(Cc4ccccc4)CC3)ncc21	97.0	-4.0	-5.0	97.0	97.0	1.0	-8.0	96.0	-2.0	96.0	98.0
CCN(Cc1ccncc1)Cc1nc(Cc2ccccc2Cl)no1	98.0	-3.0	-5.0	98.0	100.0	0.0	-2.0	96.0	-3.0	100.0	99.0
Cn1nc(C(F)(F)F)c(/C=N/OC(=O)c2ccccc2)c1SCc1ccc(Cl)cc1	.	-1.0	-3.0	?	.	-1.0	0.0	?	0.0	.	.
CCCC(=O)Nc1cc(C)c(NC(=O)c2cccs2)cn1	104.0	-5.0	-7.0	102.0	103.0	0.0	-2.0	95.0	-4.0	104.0	96.0
O=Nc1onc(-c2ccc([N+](=O)[O-])cc2)c1NO	94.0	-8.0	-1.0	96.0	95.0	0.0	-9.0	93.0	0.0	94.0	96.0
Cc1nn(Cc2c(Cl)cccc2Cl)c(C)c1NC(=O)CCCn1nc([N+](=O)[O-])c(Cl)c1C	101.0	-4.0	-3.0	102.0	101.0	-1.0	1.0	101.0	0.0	101.0	101.0
O=C(NCCN1C(=O)S/C(=C/c2ccccc2)C1=O)C1CCCN1C(=O)c1cccs1 (stereo not given)	97.0	-3.0	-3.0	98.0	101.0	-5.0	-6.0	98.0	-2.0	96.0	101.0
C(=N/n1c2ccccc2c2ccccc21)/c1ccco1	94.0	6.0	6.0	94.0	98.0	4.0	4.0	92.0	5.0	93.0	95.0
O=C(CSc1ccccn1)Nc1cccc([N+](=O)[O-])c1	105.0	3.0	-5.0	98.0	97.0	-1.0	-28.0	95.0	0.0	97.0	102.0
CCn1c(C)nc2cc(OC)ccc21	101.0	-7.0	-2.0	101.0	98.0	-3.0	-2.0	96.0	-1.0	100.0	102.0
COc1cc(/C=C2\N=C(c3ccccc3)OC2=O)ccc1OCc1c(C)no[n+]1[O-]	100.0	-17.0	-15.0	99.0	102.0	-8.0	-14.0	97.0	-5.0	98.0	100.0
O=C(NC(=S)NCc1ccncc1)c1ccccc1	94.0	-3.0	-1.0	96.0	97.0	-2.0	-1.0	97.0	-4.0	94.0	97.0
Cc1csc(NC(=O)CSc2nnc(-c3ccncc3)o2)n1	97.0	-18.0	-10.0	101.0	101.0	-4.0	-7.0	100.0	-14.0	102.0	108.0
O=C(O)c1cccc(N2C(=O)C3CC=C(Cl)CC3C2=O)c1 (stereo not given)	101.0	-8.0	-2.0	101.0	101.0	1.0	0.0	101.0	-4.0	104.0	105.0
Cc1csc(SCC(=O)Nc2ccccn2)n1	100.0	-11.0	-5.0	104.0	104.0	0.0	-6.0	102.0	-12.0	105.0	110.0
FC(F)(F)c1nnc2n1N=C(c1cccs1)CS2	95.0	0.0	0.0	97.0	95.0	0.0	-3.0	97.0	-3.0	95.0	100.0
Cc1cccc(/C=N/NC(=O)Cn2nccc2C)n1	99.0	3.0	1.0	101.0	100.0	7.0	4.0	98.0	0.0	101.0	102.0
Cc1ccccc1C(=O)O/N=C/c1c(N2CCOCC2)n(C)c2ccccc12	96.0	-1.0	-4.0	98.0	99.0	-7.0	-2.0	99.0	-3.0	98.0	101.0
CC(C)(C)c1cnnn1-c1ccc(C=O)cc1	100.0	-1.0	0.0	100.0	100.0	0.0	0.0	98.0	-2.0	99.0	105.0
CNS(=O)(=O)c1ccc(NS(=O)(=O)c2ccccc2F)cc1	105.0	-5.0	-1.0	97.0	95.0	0.0	-3.0	96.0	-3.0	97.0	96.0
Cc1c(Br)c([N+](=O)[O-])nn1CC(=O)N(C)Cc1ccccc1	95.0	-7.0	-3.0	96.0	97.0	0.0	-6.0	98.0	-4.0	96.0	96.0
COc1ccc(-n2nnc3c(=O)n(CC(=O)N4CCC(C)CC4)cnc32)cc1	98.0	-11.0	-3.0	97.0	96.0	1.0	-8.0	98.0	-8.0	97.0	99.0
CCCC(=NCCc1c(C)[nH]c2ccccc12)C1=C(O)CC(c2ccccc2)CC1=O (stereo not given)	100.0	-13.0	-5.0	100.0	101.0	-2.0	-4.0	101.0	-3.0	99.0	102.0
O=C(O)CC/C(=N\NC(=O)CNC(=O)c1cccc(Cl)c1)c1ccccc1	100.0	-5.0	-1.0	95.0	94.0	-1.0	-1.0	92.0	-1.0	95.0	94.0
c1ccc(N2CCN(c3nnnn3-c3ccccc3)CC2)cc1	100.0	-7.0	-10.0	99.0	97.0	-1.0	-10.0	97.0	-8.0	98.0	98.0
CCC1CCCCN1C(=S)Nc1ccc(OC(F)F)cc1 (stereo not given)	100.0	-8.0	-7.0	101.0	102.0	-6.0	-7.0	101.0	-2.0	101.0	103.0

Molecules above that have bromine (2):
SMILES	Rab7 wt modul	Bim-Bfl-1	Bim-Bcl-XL	HRas wt GTP bind	Cdc42 wt GTP	Bim-Bcl-W	Bcl-B Bim block	Rac1 act GTP bind	Bcl-2 Bim block	Rab2 wt GTP	Rac1 wt GTP bind
C[C@H](NS(=O)(=O)c1ccc(Cl)c(Cl)c1)C(=O)OCc1cc(=O)n2cc(Br)ccc2n1	99.0	-15.0	-7.0	102.0	100.0	-2.0	-5.0	101.0	-7.0	100.0	104.0
Cc1c(Br)c([N+](=O)[O-])nn1CC(=O)N(C)Cc1ccccc1	95.0	-7.0	-3.0	96.0	97.0	0.0	-6.0	98.0	-4.0	96.0	96.0
